STAT3 act = increases IL-6 driven STAT3 reporter signal; U3A cells, IL-6 STAT3-luciferase reporter, luminescence; 100% = signal with IL-6 EC80 alone; 190,000 tested, 0.91% active; activation (% of control), % at 5.6 µM;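 active means activation above the screen-wide mean of compound activation plus 3 SD, cut at about 130% in these data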;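 further: 0% = background luminescence of wells with medium and substrate only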
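Material: STAT1-lacking human U3A cells, STAT3 luciferase reporter | Benchmarks: IL-6-only wells as 100% reference | Probe or stimulus: IL-6 (33 ng/mL) | Timing: Compound 1 h, then IL-6 6 h at 37 °C | Detection: Luminescence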
Diaph inh CS = inhibits diaphorase or chemically oxidizes, flagging diaphorase assay artifacts | inhibition, % at 20 µM | 190,000 tested, 0.69% active | diaphorase resazurin-to-resorufin fluorescence, NADH, 16 min; bacterial (C. kluyveri) enzyme, not human;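 active means primary screen inhibition at 20 µM above a set limit, cut at about 50% in these data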;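 further: plate controls were DMSO with full reaction for no effect and wells lacking NADH for full effect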
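Assay system: diaphorase enzyme from Clostridium kluyveri. Quantity: enzyme working solution with 0.14 U/mL diaphorase. Schedule: reaction incubation of 16 min at room temperature. Technique: resorufin fluorescence, excitation 544 nm, emission 590 nm. Controls: No-NADH positive control and DMSO neutral control.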
Hsp70 activator = Hsp70 transcriptional activation, primary screen; HeLa Hsp70 promoter luciferase reporter, luminescence; scaled: vehicle 0, proteasome-inhibitor control 100%; activation, % at 10 µM; 200,000 tested, 0.04% active; AID 1203;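 active means activation above the mean across all tested compounds plus 3 SD, cutoff set per campaign, cut at about 5.5% in these data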;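 further: 100% = MG132 at 30 µM as the positive control and 0% = DMSO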
STAT1 activator = activators of IFN-gamma induced STAT1 signaling; NIH 3T3 STAT1-luciferase reporter, luminescence; 100% = IFN-gamma alone, no compound; activation (% of control), % at 5.5 µM; 200,000 tested, 2.6% active;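 active means activation above the screen-wide mean activation plus 3 SD, cut at about 130% in these data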;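 further: raw ratio to IFN-gamma control signal so 100% means no change and 0% no light; values of inactives mirror those of a sister screen read the other way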
Diaphorase act = counter-screen for diaphorase-based assays: diaphorase activators and chemical reducers; 190,000 tested, 0.005% active; Diaphorase/resazurin coupled assay, resorufin fluorescence, 16 min; active compounds read high; 1 = vehicle wells, 0 = NADH-free wells; activation factor at 20 µM; AID 1229;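 active means diaphorase activity raised at least twofold by the compound at 20 µM; inactive means activation factor below 2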
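test system = bacterial diaphorase enzyme (C. kluyveri) | quantity = enzyme 0.07 U/mL final | reagent = NADH substrate 0.114 mM plus resazurin dye 0.1 mM, final | incubation = 16 min enzyme reaction, ambient temperature | buffer or medium = HEPES pH 7.4 buffer with MgCl2 and Tween 20 | signal = fluorescence of resorufin, 544 nm excitation, 590 nm emission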
TLR4-MyD88 BLA = inhibitors of human TLR4-MyD88 binding; inhibition, % at 8.4 µM; HeLa CL3-4 TLR4/MyD88 BLA complementation, FRET ratio; 200,000 tested, 0.18% active; in the data active means inhibition above about 25%;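 further: 0% = vehicle and 100% = reference inhibitor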
Target sequence (O00206 whole entry, looked up): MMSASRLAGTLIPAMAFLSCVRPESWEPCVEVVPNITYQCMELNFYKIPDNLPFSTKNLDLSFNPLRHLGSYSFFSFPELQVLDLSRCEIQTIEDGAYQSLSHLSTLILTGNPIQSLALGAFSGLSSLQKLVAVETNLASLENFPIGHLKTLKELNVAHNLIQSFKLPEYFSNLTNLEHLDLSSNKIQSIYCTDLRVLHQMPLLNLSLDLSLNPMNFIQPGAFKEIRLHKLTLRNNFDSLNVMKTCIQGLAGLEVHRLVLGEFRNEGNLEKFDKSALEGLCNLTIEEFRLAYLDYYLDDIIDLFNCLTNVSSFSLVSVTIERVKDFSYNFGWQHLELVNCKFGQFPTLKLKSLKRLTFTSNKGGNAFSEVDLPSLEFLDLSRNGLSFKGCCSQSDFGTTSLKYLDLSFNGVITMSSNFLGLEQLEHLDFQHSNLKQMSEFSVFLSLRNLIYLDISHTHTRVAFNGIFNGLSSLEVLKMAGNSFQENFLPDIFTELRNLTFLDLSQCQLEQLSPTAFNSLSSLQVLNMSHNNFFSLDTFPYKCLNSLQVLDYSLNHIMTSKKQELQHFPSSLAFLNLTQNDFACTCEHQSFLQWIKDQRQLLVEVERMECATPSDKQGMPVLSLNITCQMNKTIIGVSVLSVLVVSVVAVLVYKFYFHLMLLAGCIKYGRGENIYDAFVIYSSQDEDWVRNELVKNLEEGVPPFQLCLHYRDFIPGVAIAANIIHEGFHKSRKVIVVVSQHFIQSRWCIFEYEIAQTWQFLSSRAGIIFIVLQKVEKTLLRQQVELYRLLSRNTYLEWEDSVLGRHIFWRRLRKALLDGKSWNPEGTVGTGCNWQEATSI
Target sequence (Q99836 whole entry, looked up): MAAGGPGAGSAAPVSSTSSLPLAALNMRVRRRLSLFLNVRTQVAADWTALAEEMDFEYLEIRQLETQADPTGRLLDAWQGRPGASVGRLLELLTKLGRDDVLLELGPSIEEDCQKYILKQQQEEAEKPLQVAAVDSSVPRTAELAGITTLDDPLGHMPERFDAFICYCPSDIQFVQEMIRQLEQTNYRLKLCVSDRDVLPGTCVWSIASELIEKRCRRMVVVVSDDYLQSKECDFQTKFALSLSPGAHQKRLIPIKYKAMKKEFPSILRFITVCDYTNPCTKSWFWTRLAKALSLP
STAT3 inh = reduces IL-6 driven STAT3 reporter signal; U3A cells, IL-6 STAT3-luciferase reporter, luminescence; host cell line lacks STAT1; inhibition, % at 5.5 µM; 190,000 tested, 0.89% active;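 active means inhibition above the mean inhibition across all screened compounds plus 3 SD, cut at about 44% in these data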;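 further: 0% = DMSO only wells and 100% = 100 µM nifuroxazide control wells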
APP transl inh = APP translation inhibition; SH-SY5Y APP 5'UTR-luciferase reporter, luminescence; inhibition, % at 2 µM; 190,000 tested, 0.82% active;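 active means inhibition above a set limit, derived from the sample mean plus 3 SD, cut at about 45% in these data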; further: values of inactives mirror those of a sister screen read the other way
STAT1 inh = STAT1 signaling inhibition; AID 920; inhibition, % at 5.5 µM; NIH 3T3 STAT1-luciferase reporter, IFN-gamma, luminescence; 200,000 tested, 0.35% active;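 active means inhibition above a set limit, the mean inhibition across all tested compounds plus 3 SD, cut at about 34% in these data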;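 further: 0% = IFN-gamma with DMSO and 100% = IFN-gamma with 300 µM nifuroxazide; values of inactives mirror those of a sister screen read the other way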
G6PDH CS = inhibits Leuconostoc G6PDH, flagging false hits in G6PDH-based assays | Purified L. mesenteroides G6PDH, diaphorase/resazurin coupled fluorescence, 45 min | inhibition, % at 5 µM | 200,000 tested, 0.12% active | AID 1020; in the data active means inhibition above about 50%
Active calls of the source: *; / = not tested or not shown.

Sequence of screens: STAT3 act, STAT1 activator, APP transl inh, STAT1 inh, TLR4-MyD88 BLA, STAT3 inh, Hsp70 activator, Diaph inh CS, Diaphorase act, G6PDH CS
Cc1cc(OCCN2CC(C)OC(C)C2)ccc1[N+](=O)[O-] (centres undefined)
    104, 100, 12, 0, -7, 2, 0.0, 10, 0.9, 0
CCOc1cc(CNCCO)c(Cl)cc1OCC(=O)NCCc1ccccc1
    104, 95, 3, 6, 12, 6, 0.1, 3, 1, 0
CC(C)(C)NC(=O)c1nc2ccccc2s1
    97, 105, -18, -5, 0, 7, -0.6, -18, 1.2, 7
Cc1cc[n+](C2=C([O-])c3ccccc3C(=O)/C2=N\S(=O)(=O)c2cccs2)cc1C
    117, 102, -7, -2, -13, -20, -0.5, 14, 0.9, 54*
Cc1ccccc1CSc1nnc2ccc(-c3ccncc3)nn12
    93, 110, 1, -14, -18, 12, -0.1, 29, 0.7, 5
O=C1CCC(=O)N1OCCCOc1ccccc1
    103, 106, 20, -7, -3, -4, 0.1, 7, 0.9, -4
N#Cc1c(-c2ccccc2)[nH]c(=O)[nH]c1=O
    94, 100, 25, 2, -4, 12, 0.0, 10, 0.9, 4
CCn1cc(Br)c(C(=O)Nc2ccc(OC)cc2)n1
    92, 115, -50, -22, 1, 13, -0.3, 12, 0.9, -4
O=C(CSc1nnc(-c2c[nH]c3ccccc23)o1)N1CCCCC1
    99, 110, -11, -11, 0, 11, -0.3, 26, 0.7, 0
CCOC(=O)c1c(C)n2c3c(cc(C)cc13)CCC2
    85, 99, -10, 1, 4, 19, -0.3, 0, 1, 1
COc1ccc(/C=N/Nc2nnc(-c3ccccc3)c(=O)[nH]2)cc1
    99, 97, -30, 4, -14, -4, 0.1, 13, 0.9, -8
Cc1cccc(C)c1NC(=O)CSc1nnc(-c2ccccc2)n1Cc1ccc2c(c1)OCO2
    101, 90, -19, 10, -2, 4, -0.2, -6, 1.1, 6
COc1ccc(/C(N)=N/OC(=O)c2ccc(C)c([N+](=O)[O-])c2)cc1
    91, 104, -18, -4, 2, 14, 0.3, 12, 0.9, 2
CC1SC(=NC(=O)c2ccco2)NC1=O (centres undefined)
    103, 100, 11, 0, -20, -2, 0.0, 8, 0.9, 14
Fc1ccc(F)c(CN2CCN(c3ncccn3)CC2)c1
    101, 110, -4, -11, 4, 5, 0.0, 6, 0.9, 2
COc1ccc(-n2c(=O)c3ccccc3n(Cc3cccc(C)c3)c2=O)cc1OC
    100, 101, 8, -2, 5, 1, 0.2, -1, 1, 16
CCOC(=O)C1CCN(C(=O)c2ccc3snnc3c2)CC1
    100, 101, -9, -1, 5, 3, -0.5, 23, 0.8, 1
COc1cc(C=O)ccc1Oc1cnccn1
    98, 94, -12, 5, -8, 4, -0.4, 6, 0.9, 7
C/C(=N\Nc1cc(N2CCOCC2)ncn1)c1cccc([N+](=O)[O-])c1
    106, 114, -16, -15, 0, -5, -0.4, /, /, 15
O=C(c1cccc(S(=O)(=O)N2CCCC2)c1)c1nnc(-c2ccncc2)o1
    95, 104, 7, -4, -11, 12, -0.3, 13, 0.9, 4
COc1cccc(-c2noc(-c3ccoc3C)n2)c1
    84, 160*, -109, -67, 0, 27, 0.5, 12, 0.9, 11
CC(=O)c1c(C)[nH]c(C(=O)COc2ccc(C#N)cc2)c1C
    90, 91, -8, 10, -1, 16, -0.1, 7, 0.9, 12
O=C(NNC(=O)c1cnccn1)c1cccc([N+](=O)[O-])c1
    101, 100, 11, -6, 9, 2, -0.2, 34, 0.7, 13
Cc1ccc(OCc2nnc(SCCN3CCOCC3)n2C)cc1
    102, 102, 5, -3, -1, 4, 0.3, 12, 0.9, 5
CCC(=O)N(NC1=NS(=O)(=O)c2ccccc21)S(=O)(=O)c1ccc(C)cc1
    95, 90, -3, 9, 1, 10, -0.1, -12, 1.1, 12
CS(=O)(=O)N1N=C(c2cccs2)CC1c1ccccc1F (centres undefined)
    95, 101, -3, -3, 4, 11, -0.3, 5, 0.9, 10
CC(C)(C)N1NC2(CCCCC2)NC1=S
    101, 96, 5, 1, -3, 4, 0.0, 14, 0.9, 10
Cc1ccccc1NC(=O)CCCSc1nc2ccccc2s1
    116, 97, -1, 3, -10, -19, -0.2, 6, 0.9, 0
COc1ccc(S(=O)(=O)N(C(C)=O)c2ccc(OC(C)=O)c3ccccc23)cc1[N+](=O)[O-]
    107, 94, -11, 7, 2, -14, -0.2, 24, 0.8, -11
CNC(=O)COC(=O)c1ccc(NS(=O)(=O)c2ccc3c(c2)OCCO3)cc1
    101, 95, -27, 4, -2, 10, -0.3, 0, 1, 3
Cc1ccc(-n2ncc(C(=O)NCc3ccc4c(c3)OCO4)c2NC(=O)c2ccco2)cc1C
    96, 95, 8, 5, -22, 6, -0.2, 11, 0.9, 3
CCCCC(=O)NC(=S)Nc1cc(C(=O)O)ccc1Cl
    90, 101, 2, -1, 10, 11, -0.3, -9, 1.1, -1
Cc1cc(C)c2c(N)c3cccc(C)c3nc2n1
    120, 148*, 27, -53, 9, -16, 0.3, 2, 1, -1
C=CCn1c(SCn2nnc3ccccc3c2=O)nnc1-c1ccc(Cl)cc1
    102, 98, 37, 2, -4, 1, -0.7, 8, 0.9, 3
COc1ccc(C(=O)/C=C/Nc2ccc(NC(C)=O)cc2)cc1OC
    89, 111, 9, -12, -11, 19, -0.1, 10, 0.9, 4
O=c1ccc(Cc2ccccn2)n[nH]1
    104, 107, 8, -8, -3, 0, -0.2, 0, 1, 2
CCC(C)(C)n1nnnc1C(c1cccnc1)N1CCC(Cc2ccccc2)CC1 (centres undefined)
    107, 103, -14, -3, 2, -2, -0.3, /, /, 16
CCc1ccc2nc(NC(=O)c3ccc4c(=O)[nH]c(CN5CCOCC5)nc4c3)sc2c1
    108, 110, -2, -11, 0, -5, -0.1, -11, 1.1, 9
CC1(C)NC(=O)N(CC(O)CN(Cc2ccccc2)Cc2ccccc2)C1=O (centres undefined)
    108, 95, -9, 5, 8, -5, -0.1, 0, 1, -11
COc1cc(/C=C2\SC(=O)N(CC(=O)Nc3cccc(C)c3)C2=O)cc([N+](=O)[O-])c1O
    108, 76, 0, 24, -9, 0, -0.1, 39, 0.6, 15
CCc1ccc(-n2c(=O)c3ccccc3n(CC(=O)NCc3ccco3)c2=O)cc1
    102, 113, -15, -16, 0, -1, -0.1, -2, 1, 12
Cc1cccc(N2C(=O)CC(Sc3nnc(C)s3)C2=O)c1 (centres undefined)
    102, 103, 16, 1, 0, -1, 0.6, 7, 0.9, 7
O=C(Nc1cccc2nsnc12)c1ccc2c(c1)OCO2
    110, 113, 4, -15, -1, -12, 0.1, 13, 0.9, -1
Cc1ccc(Cc2cnc(N)s2)o1
    109, 105, -1, -6, -8, -6, 0.2, 22, 0.8, 2
C=CCNC(=O)c1cc(Cl)ccc1Cl
    101, 106, -2, -7, -10, 3, -0.2, 10, 0.9, 10
CCOc1cc(N2CCOCC2)c(OCC)cc1NC(=O)CSc1ncccn1
    97, 98, 4, 1, -10, 6, -0.2, 21, 0.8, 18
CCOC(=O)c1sc2nc(CC(=O)OC)nc(NCc3ccc(Cl)cc3)c2c1C
    66, 95, -5, 6, 1, 44*, 0.0, 24, 0.8, 2
O=C(NCCc1c[nH]c2ccccc12)C(=O)Nc1ccccc1
    94, 110, -31, -12, 8, 9, -0.1, 6, 0.9, -1
Cc1nc2ccc(Br)cn2c1C(=O)N/N=C\c1ccccc1[N+](=O)[O-]
    148*, 92, 4, 7, 3, -50, 1.5, -6, 1.1, 7
O=C(CN1C(=O)c2ccccc2C1=O)Nc1cccc([N+](=O)[O-])c1
    87, 96, -3, 5, 6, 17, -0.3, 14, 0.9, 10
CCOc1ccc(NC(=O)CC2C(=O)N(c3cccc(OC)c3)C(=O)N2C(C)C)cc1 (centres undefined)
    /, 97, -11, 2, -16, /, -0.4, 1, 1, 1
O=C(CCc1nnc(COc2ccccc2)o1)NCc1ccccc1
    97, 108, 14, -11, -6, 6, -0.1, 4, 1, 6
CCOC(=O)c1c(NC(=O)c2ccc(Br)o2)sc2c1CCCC2
    102, 88, -30, 13, 0, 4, -0.1, 27, 0.7, 3
CCC1CCCCN1C(=O)c1nn2cccnc2c1Cl (centres undefined)
    104, 93, 4, 3, 11, -1, -0.1, 20, 0.8, -24

Reprinted from the listing for reference:
Sequence of screens: STAT3 act, STAT1 activator, APP transl inh, STAT1 inh, TLR4-MyD88 BLA, STAT3 inh, Hsp70 activator, Diaph inh CS, Diaphorase act, G6PDH CS
Cc1cc(OCCN2CC(C)OC(C)C2)ccc1[N+](=O)[O-] (centres undefined)
    104, 100, 12, 0, -7, 2, 0.0, 10, 0.9, 0
CCOc1cc(CNCCO)c(Cl)cc1OCC(=O)NCCc1ccccc1
    104, 95, 3, 6, 12, 6, 0.1, 3, 1, 0
CC(C)(C)NC(=O)c1nc2ccccc2s1
    97, 105, -18, -5, 0, 7, -0.6, -18, 1.2, 7
Cc1cc[n+](C2=C([O-])c3ccccc3C(=O)/C2=N\S(=O)(=O)c2cccs2)cc1C
    117, 102, -7, -2, -13, -20, -0.5, 14, 0.9, 54*
Cc1ccccc1CSc1nnc2ccc(-c3ccncc3)nn12
    93, 110, 1, -14, -18, 12, -0.1, 29, 0.7, 5
O=C1CCC(=O)N1OCCCOc1ccccc1
    103, 106, 20, -7, -3, -4, 0.1, 7, 0.9, -4
N#Cc1c(-c2ccccc2)[nH]c(=O)[nH]c1=O
    94, 100, 25, 2, -4, 12, 0.0, 10, 0.9, 4
CCn1cc(Br)c(C(=O)Nc2ccc(OC)cc2)n1
    92, 115, -50, -22, 1, 13, -0.3, 12, 0.9, -4
O=C(CSc1nnc(-c2c[nH]c3ccccc23)o1)N1CCCCC1
    99, 110, -11, -11, 0, 11, -0.3, 26, 0.7, 0
CCOC(=O)c1c(C)n2c3c(cc(C)cc13)CCC2
    85, 99, -10, 1, 4, 19, -0.3, 0, 1, 1
COc1ccc(/C=N/Nc2nnc(-c3ccccc3)c(=O)[nH]2)cc1
    99, 97, -30, 4, -14, -4, 0.1, 13, 0.9, -8
Cc1cccc(C)c1NC(=O)CSc1nnc(-c2ccccc2)n1Cc1ccc2c(c1)OCO2
    101, 90, -19, 10, -2, 4, -0.2, -6, 1.1, 6
COc1ccc(/C(N)=N/OC(=O)c2ccc(C)c([N+](=O)[O-])c2)cc1
    91, 104, -18, -4, 2, 14, 0.3, 12, 0.9, 2
CC1SC(=NC(=O)c2ccco2)NC1=O (centres undefined)
    103, 100, 11, 0, -20, -2, 0.0, 8, 0.9, 14
Fc1ccc(F)c(CN2CCN(c3ncccn3)CC2)c1
    101, 110, -4, -11, 4, 5, 0.0, 6, 0.9, 2

STAT3 act, entries above that show a hit
Structure,STAT3 act,STAT1 activator,APP transl inh,STAT1 inh,TLR4-MyD88 BLA,Hsp70 activator,Diaph inh CS,G6PDH CS
Cc1nc2ccc(Br)cn2c1C(=O)N/N=C\c1ccccc1[N+](=O)[O-],148*,92,4,7,3,1.5,-6,7

From PubChem BioAssay
